From PubChem BioAssay
Insulin prom inh: TRM-6 insulin promoter activity inhibition; TRM-6 cells (human fetal islet line), insulin promoter-eGFP reporter, imaging; reporter expression induced with tamoxifen; inhibition, % at 2 µM; hit rate 0.9% among 130,000; AID 1273;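 active = inhibition above the mean plus 3 SD, with well images judged a real hit on visual review, cut at about 60% in these data, passing the limit was not always enough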
sdo1 growth: restores growth of sdo1-depleted yeast; AID 817; hit rate 0.21% among 140,000; z-score at 10 µM; S. cerevisiae sdo1-depleted JHY4D growth rescue, OD600 30 h; stronger effect = higher value; pdr5 snq2 efflux-pump mutant strain;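 active = z-score above 3 at both the 24 hr and the 30 hr optical density reads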;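 also: z-score against mean and SD of all compound wells on the same plate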
sdo1 growth Rescue 24 h: further read-out of sdo1 growth, marked with its call; z-score; S. cerevisiae sdo1-depleted JHY4D growth rescue, OD600; measured here: growth rescue at 24 h;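 0 is the plate mean of compound wells and units are plate SD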
Starred values were filed as active, the others as inactive; x = no result given.

Compound	Insulin prom inh	sdo1 growth	sdo1 growth Rescue 24 h
COC(=O)c1ccc(CC(=O)c2nc3ccccc3s2)cc1	x	0.66	0.5
Cc1ccccc1NC(C)C(=O)N/N=C/c1c[nH]c2ccccc12 (configuration not stated)	-136	x	x
O=C(Nc1ccccc1N1CCOCC1)c1ccc([N+](=O)[O-])cc1	-43	0	-0.44
Cc1ccc(/C(O)=C2\C(=O)C(=O)N(c3cc(C)on3)C2c2cccc(Br)c2)cc1 (configuration not stated)	44	2.1	1.7
COc1cc(OC)c2c(C)c(Cl)c(=O)oc2c1	36	0.66	0.6
Cc1ccc(/C=N/NC(=O)CN(Cc2ccccc2)S(=O)(=O)c2ccc3c(c2)OCCO3)cc1	10	-0.49	-0.72
COC(=O)c1ccccc1NC(=O)/C=N/O	32	-0.73	-1.3
CCC(C)Oc1nc2ccccc2nc1NS(=O)(=O)c1ccccc1 (configuration not stated)	40	-1.6	-1.2
O=S(=O)(c1cnccc1N1CCN(/N=C/c2ccccc2)CC1)N1CCCCC1	42	0.36	0.34
CCc1cc(-c2n[nH]c(C)c2-c2nc3ccccc3n2C)c(O)c(CN2CCN(C)CC2)c1O	x	1.5	1.2
COc1ccc2nc(NC(=O)CCNC(=O)c3ccccc3Cl)sc2c1	6	x	x
C[C@@H]1NC(=O)c2cc([N+](=O)[O-])cc(I)c2NCC[C@@H](C(N)=O)NC(=O)[C@H](CC(N)=O)NC1=O	0	0.01	-0.43
COc1ccc(-c2coc3c(CN4CCCCC4)c(O)c(CN4CCCCC4)c(O)c3c2=O)cc1	-100	0.2	-0.19
CC(C)[C@H](NC(=O)c1ccccc1)C(=O)OCC(=O)NCCC1=CCCCC1	-41	-0.73	-0.43
O=S(=O)(c1cccc(-c2cn3cccnc3n2)c1)N1CCCCCC1	x	-2.1	-1.6

More results:
Compound	Insulin prom inh	sdo1 growth	sdo1 growth Rescue 24 h
COC(=O)c1ccc(CSc2nc3c(cnn3-c3ccc(C)c(C)c3)c(=O)[nH]2)o1	-53	-2.2	-1.2
COc1cccc(-n2nc(-c3ccnn3-c3ccc(C)cc3)c(=O)n(C)c2=O)c1	-38	-0.86	-0.42
CCCOc1ccc(/C(O)=C2/C(=O)C(=O)N(CCN(C)C)C2c2ccncc2)cc1 (configuration not stated)	36	x	x
COc1ccc(OCCC(=O)Nc2cc(C)on2)cc1	44	0	-0.84
COC(=O)c1cnn(-c2cc(Oc3ccccc3)ncn2)c1N	x	-0.99	-0.99
CCOC(=O)Nc1n[nH]c(NC(=O)OCC)c1[N+](=O)[O-]	33	x	x
CC(C)N(Cc1nc(-c2ccccc2)no1)C(=O)CSc1ccccc1	-72	-1	-0.85
Cc1cc(C)n(-c2c(F)c(F)c(CO)c(F)c2F)n1	14	0.62	-0.43
CCOc1c(O)ccc(C2NC(=O)N(C)C(C)=C2C(=O)OC)c1[N+](=O)[O-] (configuration not stated)	35	x	x
Cc1cccc(NC(=O)CSc2nnc(CNC(=O)c3ccc(S(=O)(=O)N(C)C)cc3)n2-c2cccc(C)c2)c1	29	0.82	0.52
COc1ccc(CCC(=O)NCCc2nc3ccccc3[nH]2)cc1	27	x	x
COc1ccc(-n2ncc3c(SCC(=O)N4CCN(c5ccccc5OC)CC4)ncnc32)cc1	-52	-1.7	-2.3
O=C(O)CCC(=O)NNC(=O)c1cccc(Br)c1	-24	0.5	0.42
CC(=O)Nc1ccc(S(=O)(=O)NCc2ccc(C(=O)NC(C)c3ccccc3)cc2)cc1 (configuration not stated)	-7	0.01	-0.37
CCCS(=O)(=O)N1CCN(C(=O)COc2ccccc2)CC1	-7	0.46	0.51

(cont.)
Compound	Insulin prom inh	sdo1 growth	sdo1 growth Rescue 24 h
O=C(NCc1ccco1)C(c1ccco1)N(CCc1ccccc1)C(=O)Cn1nnc2ccccc21 (configuration not stated)	-85	0.56	-0.25
COc1ccc(CC(=O)OCc2nnc(-c3ccccc3)o2)cc1	17	x	x
CCN(CC)c1ccc(/C=C2\NC(=O)NC2=O)cc1	-21	0.79	0.9
Cc1cc(C(=O)COC(=O)c2ccc[nH]c2=O)c(C)n1-c1ccc(F)cc1	0	0.84	0.69
Clc1ccc(-c2cc(-c3nnc4n3CCCCC4)c3ccccc3n2)cc1	-9	-1.3	-0.74
O=C(NNC(=O)C12CC3CC(CC(C3)C1)C2)c1cnccn1	26	0.55	-0.03
Cc1onc(-c2ccccc2)c1C(=O)Nc1sc2c(c1C#N)CCC(C)C2 (configuration not stated)	-21	-0.62	-0.64
Cc1ccc(Cc2nc(-c3cccc(C)c3)no2)cc1	55	0.01	0.41
Cc1cccc(NC(=O)C2Cc3ccccc3CN2C(=O)OCc2ccccc2)c1C (configuration not stated)	-9	0.09	0.31
COc1ccc(-c2nnn(CC#N)n2)cc1OC	31	1.3	0.2
COc1ccccc1C(=O)Nc1ccc(C(=O)/C=C/c2cccs2)cc1	-7	-0.12	1.1
Oc1ccc(-c2csc(-c3ccccc3)n2)cc1O	-7	-2.5	-2
Cc1cc2oc(=O)cc(CN3CCN(Cc4ccc5c(c4)OCO5)CC3)c2cc1C	17	-0.44	-0.43
CSc1nc(C)cc(-n2ccc(=O)[nH]c2=O)n1	16	1.2	1
CC(C(=O)Nc1cccc([N+](=O)[O-])c1)N1CCN(C/C=C/c2ccccc2)CC1 (configuration not stated)	-12	0.36	0.07

Entries of single compounds from above. Values in the order: Insulin prom inh | sdo1 growth | sdo1 growth Rescue 24 h
Record of O=C(NCc1ccco1)C(c1ccco1)N(CCc1ccccc1)C(=O)Cn1nnc2ccccc21 (configuration not stated) → -85 | 0.56 | -0.25
Record of Cc1cc2oc(=O)cc(CN3CCN(Cc4ccc5c(c4)OCO5)CC3)c2cc1C → 17 | -0.44 | -0.43
Record of CCN(CC)c1ccc(/C=C2\NC(=O)NC2=O)cc1 → -21 | 0.79 | 0.9
Record of Oc1ccc(-c2csc(-c3ccccc3)n2)cc1O → -7 | -2.5 | -2

(continued)
Compound	Insulin prom inh	sdo1 growth	sdo1 growth Rescue 24 h
O=C(Nc1ccccn1)c1cc(-c2cccnc2)nc2ccc(Br)cc12	x	-0.12	0.38
CS(=O)(=O)N(CC(=O)Nc1ccc2c(c1)OCO2)c1ccccc1	x	0.34	0.69
O=C(c1ccc(NC2=NC3CS(=O)(=O)CC3S2)cc1)N1CCN(Cc2ccccc2)CC1 (configuration not stated)	x	0.45	0.87
CCC(=O)OCCNc1cc(Sc2nc3ccccc3[nH]2)c2nonc2c1[N+](=O)[O-]	-37	1.1	1.4
CC(C)NCC(O)COc1ccc(CCOCC2CC2)cc1 (configuration not stated)	32	1.3	0.98
Cn1cnnc1SCC(=O)N1CCN(C(=O)c2ccco2)CC1	-8	x	x
Cc1ccc(CN2C(=O)C3CCCN3c3ccc(S(=O)(=O)N4CCOCC4)cc32)cc1 (configuration not stated)	-36	0.33	0.42
O=C(NC(NC(=S)Nc1ccccc1C(=O)O)C(Cl)(Cl)Cl)c1ccco1 (configuration not stated)	-31	1.1	1.2
CC1(C)Cc2c(cnn2-c2ccccc2)C(=O)/C1=N\NC(=O)c1ccccc1O	-22	-1.6	-0.82
CCOC(=O)c1cnc2c(-c3ccccc3)cnn2c1C	-27	x	x
Cc1cc(C)c(NC(=O)CSc2nc(COc3ccccc3)nc3ccccc23)c(C)c1	0	-0.23	0.67
CCn1cc(C(=O)O)c(=O)c2cc(F)c(N/N=C/c3ccccc3)cc21	53	-1	-0.72
CCOc1c2ccc(C(=O)NCc3ccc4c(c3)OCO4)cc2nn1CCOC	x	0.11	0.02
COc1cccc2cc(C(=O)NCc3ccco3)c(=Nc3ccc(C(=O)O)cc3)oc12	23	-0.18	0.87
CCCCCCC(=O)Oc1cccc(N2C(=O)C3CCCCC3C2=O)c1 (configuration not stated)	-50	x	x

Later entries:
SMILES	Insulin prom inh	sdo1 growth	sdo1 growth Rescue 24 h
O=C(c1cccs1)N1CCc2ccccc21	64	-0.35	-0.8
CCOc1ccc(Cc2nc(C)c(CC(=O)N3CCOCC3)c(=O)[nH]2)cc1	33	0.52	1.1
CC1=Nc2cc(C(=O)O)ccc2Sc2ccc(C)cc21	3	x	x
Cc1c(C#N)c2ncn(Cc3ccccc3)c(=O)c2n1-c1ccccc1	0	-0.12	-0.57
COc1ccc(CNC(=O)c2coc(=O)c3ccccc23)cc1	20	x	x
CC(CCc1ccccc1)NC(=O)COc1ccc(S(=O)(=O)N2CCOCC2)cc1[N+](=O)[O-] (configuration not stated)	-47	0.27	0.6
O=C(NCc1ccccc1)C1CCCN(S(=O)(=O)c2cccnc2)C1 (configuration not stated)	-31	0.31	0.35
COc1ccc(N2C(=O)CS/C2=C\[N+](=O)[O-])cc1	x	-0.02	0.32
CC(C)c1ccc(S(=O)(=O)N2CCCCC2)cc1	30	x	x
CCC(=O)Nc1cccc(Br)c1	62	1.2	0.91
Cc1cc(-c2ccccc2)nc(N/N=C/c2ccc([N+](=O)[O-])cc2)n1	-14	-0.74	-0.52
Cn1c(SCC(=O)c2ccc3c(c2)NC(=O)CO3)nc2ccccc21	-55	x	x
Oc1ccc(NC(=S)N=Nc2c(O)[nH]c3ccccc23)cc1	-16	x	x
CCC(C(=O)NC1CCCC1)N(C(=O)Cn1nnc(-c2ccc(C)cc2)n1)C1CCCC1 (configuration not stated)	-8	-0.48	-0.43
Cc1cc(N2CCN(C3CCCCC3)CC2)n2nc(C)nc2n1	-20	1.7	0.48
C/C(=N/NC(=O)c1cccc(C)c1)c1c(O)cc(C)oc1=O	0	0.37	-0.86
Cc1ccccc1[C@@H]1C(C#N)=C(N)S[C@H]1C(=O)c1ccccc1	15	-0.44	-0.9
O=C(C1CCC(=O)N1Cc1cccs1)N1CCOCC1 (configuration not stated)	-35	x	x
CC(C)C(NC(=O)CN(c1cccc(F)c1)S(C)(=O)=O)C(C)C	-100	-0.09	0.07
CCCS(=O)(=O)N1CCC(C(=O)NCc2cccnc2)CC1	x	1.5	1.4
COc1nc(N)c(S(=O)(=O)c2ccc(C)cc2)cc1C#N	-197	0.69	1.2
COc1ccc(-n2ncc3c(=O)n(CC(=O)N4CCCc5ccccc54)cnc32)cc1	25	0.95	0.27
COC(=O)c1c(NC(=O)CCC(=O)O)sc2c1CCCCC2	x	0.21	-0.38
CCc1nnc(NC(=O)CCN(c2cc(C)cc(C)c2)S(=O)(=O)c2ccc(Cl)cc2)s1	x	-0.6	-0.25
CCc1nn(CC(=O)Nc2cc(C)ccc2C)c(=N)s1	-109	x	x

Given with two lines to a compound: entries from further up
Results follow in this order: Insulin prom inh, sdo1 growth, sdo1 growth Rescue 24 h
> Cc1cccc(NC(=O)CSc2nnc(CNC(=O)c3ccc(S(=O)(=O)N(C)C)cc3)n2-c2cccc(C)c2)c1
 : 29, 0.82, 0.52
> COc1ccc(CCC(=O)NCCc2nc3ccccc3[nH]2)cc1
 : 27, x, x
> COc1ccc(-n2ncc3c(SCC(=O)N4CCN(c5ccccc5OC)CC4)ncnc32)cc1
 : -52, -1.7, -2.3
> O=C(O)CCC(=O)NNC(=O)c1cccc(Br)c1
 : -24, 0.5, 0.42
> CC(=O)Nc1ccc(S(=O)(=O)NCc2ccc(C(=O)NC(C)c3ccccc3)cc2)cc1 (configuration not stated)
 : -7, 0.01, -0.37
> CCCS(=O)(=O)N1CCN(C(=O)COc2ccccc2)CC1
 : -7, 0.46, 0.51
> O=C(NCc1ccco1)C(c1ccco1)N(CCc1ccccc1)C(=O)Cn1nnc2ccccc21 (configuration not stated)
 : -85, 0.56, -0.25

Additional results.
SMILES	Insulin prom inh	sdo1 growth	sdo1 growth Rescue 24 h
O=C(CCl)N1CCN2C(=O)c3ccccc3C12c1ccc(Cl)cc1 (configuration not stated)	-12	x	x
CCCCOC(=O)CSCC(=O)Nc1cc(C)on1	33	-0.13	-0.62
CCN(CC(=O)Nc1ccc(C(C)=O)cc1)CC(=O)Nc1cccc(OC)c1	-24	x	x
CC(C)[C@H](NC(=O)[C@H](CCCN=C(N)N)NC(=O)NC(Cc1ccccc1)C(=O)O)C(=O)NC(C=O)CCCN=C(N)N (some centres not stated)	41	0.84	0.74
O=C1NCCN1C(=O)c1ccccc1F	x	0.16	0.1
CCS(=O)(=O)c1ccc2oc(SCC(=O)NC3CCCC(C)C3C)nc2c1 (configuration not stated)	-93	0.4	0.63
CSc1ccccc1NC(=O)Nc1cccc(Cl)c1	13	-1.7	-1.6
O=c1c(-c2ccccc2)c[nH]n1-c1cccc([N+](=O)[O-])c1	25	x	x
CCOc1ccc2nc(NS(=O)(=O)c3ccc(NC(C)=O)cc3)sc2c1	x	1.1	1.5
COc1ccc(N2CSC3=C(C#N)C(c4cccc(OC)c4OC)CC(=O)N3C2)cc1 (configuration not stated)	x	-0.34	-0.8
COc1cc(C(=S)N2CCCCC2)ccc1OCC(=O)Nc1ccccc1Cl	-47	x	x
CCOC(=O)c1c(/N=C/c2cccc(C)c2O)sc2c1CCN(C)C2	x	0.7	0.21
O=C(Nc1nc(-c2ccccc2)cs1)C1COc2ccccc2O1 (configuration not stated)	-25	-1.8	-0.85
CCn1c(SCC(=O)N2CCCC2)nc2ccccc2c1=O	x	0.69	0.74
COc1ccc(S(=O)(=O)Nc2ccccn2)c(C)c1C	-52	0.65	0.63
COc1ccc(-c2csc(N(CCCN3CCOCC3)C(=O)c3ccco3)n2)cc1	x	-1.2	-0.8
CCCCn1c(SCC(=O)c2ccccc2)nc2c1c(=O)[nH]c(=O)n2C	44	-1.1	-0.61
CSc1nnc(C)c(/C=C/Nc2ccc(F)cc2)n1	-30	-0.33	-0.69
Cc1ccc(NC(=O)CN2CCN(S(=O)(=O)c3cccs3)CC2)cc1S(=O)(=O)N(C)C	0	x	x
